Dynein cargo inh = blocks dynein driven cargo transport along microtubules; 3617.4 mouse cells, GR-EGFP nuclear translocation imaging; test concentration mostly 20 µM; stimulated with dexamethasone, 1 µM; hits give low values; z-score, hits read low; hit rate 0.47% among 220,000;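 active = plate z-score of nuclear minus cytoplasmic receptor signal below a set negative limit, without overly bright fluorescence or cell loss, cut at about -3.5 in these data, passing the limit was not always enough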;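 note: z-score of nuclear minus cytoplasmic ring GR-EGFP intensity difference per well; some compounds called inactive have numbers as strong as hits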
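medium = tetracycline-free induction medium containing charcoal-stripped FBS | probe or stimulus = dexamethasone, 1.0 µM final | timing = 48 h induction, then 1 h compound, then 30 min agonist, 37 °C | detection = automated 10x imaging of fixed Hoechst-stained cells | read-out basis = nuclear versus cytoplasmic GR-EGFP signal, averaged per well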
Ins promoter up = MIN6 insulin promoter up-regulation; MIN6 insulin promoter-GFP reporter, high-content imaging; hits give high values; z-score at 5 µM; hit rate 0.3% among 190,000; AID 1625;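 active = z-score above 3 at 5 µM with at least 500 cells counted in the well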
b-catenin transl = beta-catenin nuclear translocation modulation. HeLa beta-catenin nuclear translocation, immunofluorescence imaging. AID 1665. nuclear translocation activity, % at 5 µM. hit rate 0.3% among 190,000;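 active = nuclear translocation activity above 50% at 5 µM, with a well cell count of 50 or more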;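 note: per-cell ratio of nuclear to cytoplasmic median beta-catenin stain intensity; plate controls were DMSO negative control for no effect and GSK-3 inhibitor IX positive control for full effect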
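Test system: human HeLa cell line; Doses: 5 µM primary, 0.02–20 µM confirmation; Incubation: 24 h compound exposure, 37°C; Detection: beta-catenin immunofluorescence imaging with DAPI; Read-out: beta-catenin nuclear/cytoplasmic ratio, % activation.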
MT stabilize HCS = microtubule stabilizers in HeLa cells | HeLa tubulin immunostaining HCS, 24 h; share of cells brighter than vehicle mean+2SD | AID 2205 | hit rate 0.83% among 200,000 | % tubulin-high responders, % at 10 µM;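 active = plate Z-score above 3 for both tubulin-high and condensed-nucleus cell shares, with cell loss under 80%, at 10 µM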;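 note: anti alpha tubulin signal scored within the nucleus-defined area of each cell; some results filed as inactive read as strong as hits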
Autophagy HCS = alters autophagy in cells; MEF GFP-LC3 puncta imaging; test concentration mostly 10 µM; AID 463193; calls only at 10 µM (by protocol); hit rate 0.98% among 190,000;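 active = percentage of spot-positive cells more than 3 SD above its plate mean, without a fluorescence outlier flag or 80% toxicity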;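 note: spot-positive cell cutoff set from DMSO-treated cells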
M17LAP inhibition = P. falciparum M17LAP inhibitors, primary screen, biochemical, fluorogenic H-Leu-NHMec substrate, 1536-well (AID 1619). recombinant M17LAP, H-Leu-NHMec fluorogenic kinetic assay; higher % means a stronger effect. inhibition, % at 30 µM, or IC50 in µM where a hit was titrated. hit rate 0.38% among 220,000;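 active = compound inhibiting the enzyme by more than half at any dose during confirmatory dose-response retesting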;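 note: plate controls were full reaction with DMSO carrier for no effect and no enzyme background for full effect; strong numbers were not always called active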
ER stress rescue = rescue of cells from ER stress-induced death, primary screen, 384-well, CSM14.1, thapsigargin, ATP luminescence (AID 1222); CSM14.1 thapsigargin-induced death rescue, ATP luminescence; higher % means a stronger effect; one-dose cellular ATP content (survival), % at 20 µM; EC50 in µM for titrated hits; 190,000 tested, under 10 active;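 active = EC50 below 50 µM in the dose-response confirmation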;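 note: death triggered by thapsigargin at about 15 µM added after 2 h compound pretreatment; cell ATP read after overnight thapsigargin exposure of roughly 18 to 22 hours; normalized against plate controls of thapsigargin alone and 5% DMSO vehicle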
P. falciparum M1AAP = malaria alanyl aminopeptidase activity blockers – biochemical, fluorogenic H-Leu-NHMec substrate, 1536-well (AID 1445); recombinant M1AAP, H-Leu-NHMec fluorogenic kinetic assay; higher % means a stronger effect; inhibition, % at 30 µM, or IC50 in µM where a hit was titrated; hit rate 0.42% among 220,000;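 active = primary inhibition above the hit cutoff, then over 50% inhibition at one or more dose response concentrations, cut at about 23% in these data, passing the limit was not always enough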;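 note: plate controls were DMSO full reaction for no effect and no enzyme background for full effect; strong numbers were not always called active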
UTI89 phage lysis = protection from phage-mediated lysis, alamar blue read-out – E. coli UTI89, K1F phage, bacterial capsule biogenesis inhibitors (AID 488966); E. coli UTI89 K1F phage lysis, alamar blue, 2 h; higher % means a stronger effect; inhibition, % at 100 µM; hits with a dose series show IC50 in µM; hit rate 0.02% among 340,000;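 active = phage lysis inhibition, versus mean bacterial control, above a set limit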;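 note: capsule biogenesis inhibitors block K1F phage lysis so surviving cells raise fluorescence; higher fluorescence means more inhibition of phage lysis; actives were called in the ten point dose series up to 300 µM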
Dynein cargo inh cytoplasmic EGFP = second read-out of Dynein cargo inh, no call of its own (marks repeat the call); z-score; measured here: cytoplasmic GR-EGFP intensity; hits give high values
Dynein cargo inh nuclear GR-EGFP = also measured in Dynein cargo inh; calls as there; z-score; measured here: nuclear GR-EGFP intensity;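 lower value marks the stronger effect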
Dynein cargo inh cell count = second read-out of Dynein cargo inh, no call of its own (marks repeat the call); z-score; measured here: cell count per field
Ins promoter up cell count = recorded beside Ins promoter up, whose call it bears; cell count; measured here: cytotoxicity, nuclei count;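 total cells summed across four imaged fields per well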
b-catenin transl cell count 5 µM = also measured in b-catenin transl; calls as there; cell count; measured here: cell count, cytotoxicity flag
MT stabilize HCS Hoechst-high % = second read-out of MT stabilize HCS, no call of its own (marks repeat the call); % Hoechst-high responders; measured here: nuclear condensation Hoechst responders;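 share of cells brighter than vehicle mean plus two SD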
MT stabilize HCS cytotoxicity % = recorded beside MT stabilize HCS, whose call it bears; toxicity, %; measured here: cytotoxicity by cell density;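 0% = mean cell density of plate MIN control wells and 100% = no cells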
Autophagy HCS cell loss 18 h = recorded beside Autophagy HCS, whose call it bears; toxicity, %; measured here: cell loss, nuclei count;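 cell loss after 18 h compound exposure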
* = called active by the depositor; i = inactive; x = no result given; [ ] = dose if it differs, or a comment. Random draw from the library. Share with any hit: about 2.9%.

SMILES | Dynein cargo inh | Dynein cargo inh cytoplasmic EGFP | Dynein cargo inh nuclear GR-EGFP | Dynein cargo inh cell count | Ins promoter up | Ins promoter up cell count | b-catenin transl | b-catenin transl cell count 5 µM | MT stabilize HCS | MT stabilize HCS Hoechst-high % | MT stabilize HCS cytotoxicity % | Autophagy HCS | Autophagy HCS cell loss 18 h | M17LAP inhibition | ER stress rescue | P. falciparum M1AAP | UTI89 phage lysis
Cc1ccc(NC(/C=C/N(C)C)=C/C(=O)C(F)(F)F)c(C)c1 | 1.6 | 0.46 | 1.3 | -1.7 | 0.36 | 1598 | -3.1 | 1115 | 2.1 | 0.8 | 1.9 | i | 20 | 13% | 1.6% | 8% | -0.2%
CCOc1cc(/C=N/NC(N)=O)cc(Br)c1OCC(=O)Nc1ccccc1C | 0.15 | -0.25 | 0.3 | -0.4 | x | x | 0.7 | 1062 | 1.6 | 1.6 | 3.8 | i | -5 | -6% | -2.5% | -2% | -4.9%
O=C(Nc1ccccc1)OCc1ccccn1 | 0.095 | -0.21 | 0.12 | -0.099 | -0.25 | 1353 | -8.2 | 996 | 4.6 | 2.5 | 11 | i | -12 | 7% | -0.5% | 2% | 0.5%
CC(C)c1ccc(OCC(=O)NC2=NCCS2)cc1 | 0.48 | -0.22 | 0.36 | -0.27 | 1 | 1299 | -1.3 | 1132 | 3.9 | 3.5 | 3.4 | i | -23 | 6% | -2.8% | -1% | 0.1%
CCSc1nnc2c(n1)OC(c1ccc(C(=O)O)cc1)N(C(C)=O)c1ccccc1-2 (stereo unspecified) | 0.063 | -0.095 | 0.28 | -0.66 | 0.07 | 1006 | x | x | 4.3 | 1.7 | 6.8 | i | 5 | 15% | -1.1% | 14% | -5.1%
O=C(CN(Cc1ccco1)C(=O)c1ccc(Cl)cc1)Nc1c(Cl)cc(Cl)cc1Cl | 0.0074 | -0.2 | 0.0085 | 0.69 | 0.29 | 1289 | -1.0 | 800 | 7.7 | 1.8 | 4.6 | i | -10 | 11% | -2.0% | 3% | 0.4%[50 µM]
COc1ccc(N(CC(=O)NC2CCCCCC2)S(=O)(=O)c2c(C)nn(C)c2C)cc1 | 3.8 | -0.36 | 1.3 | -1.3 | -0.92 | 1091 | -0.8 | 826 | 2.3 | 1.3 | 8.0 | i | 12 | -1% | -1.8% | -6% | 0.6%
O=C1N=C(N2CCOCC2)S/C1=C\c1cccnc1 | -0.84 | -0.28 | -0.11 | 0.33 | -0.06 | 1445 | 0.0 | 1521 | 1.7 | 1.3 | 3.4 | i | 20 | 17% | 0.8% | 10% | 0.5%
Cc1cccc(N2C(=O)CC(N3CCN(C(=O)c4ccccc4)CC3)C2=O)c1 (stereo unspecified) | -0.66 | -0.24 | 0.16 | 1 | -0.01 | 1872 | -0.3 | 1070 | 3.4 | 1.4 | 7.8 | i | -5 | 5% | 1.4% | 4% | 0.7%
Cc1ccccc1C(=O)NC(=S)NCC(=O)c1ccccc1 | -0.38 | -0.2 | 0.2 | 0.74 | -0.33 | 1505 | -0.7 | 1364 | 2.2 | 2.1 | 1.2 | i | -24 | 1% | 7.5% | 3% | 0.0%
NC(N)=Nc1nc2ccc(Cl)cc2c(=O)[nH]1 | 0.32 | -0.33 | 0.083 | -0.61 | -0.21 | 1284 | -0.7 | 1407 | 8.1 | 1.4 | 7.0 | i | 12 | 4% | 1.3% | 9% | 1.0%
CC1CC2=C(C(=O)O1)C(c1ccccc1)Nc1ccccc1N2 (stereo unspecified) | 0.047 | -0.26 | 0.12 | 0.55 | -0.07 | 1251 | -1.5 | 520 | 1.9 | 3.3 | 9.4 | i | -10 | 12% | -2.5% | 18% | -0.5%
CC(=O)Nc1c(C(N)=O)oc2ccc(Cl)cc12 | 0.53 | -0.22 | 0.73 | 0.55 | 2.3 | 1014 | 0.0 | 1356 | x | x | x | x | x | -17% | x | -9% | -1.9%
COc1cc(CC(NC(C)=O)C(=O)NC2CCN(c3nc(OC)nc(OC)n3)CC2)cc(OC)c1 (stereo unspecified) | -0.14 | -0.25 | 0.47 | -0.54 | 0.31 | 1070 | -0.2 | 1314 | x | x | x | x | x | -8% | x | -9% | -0.3%
O=C(CSc1nnc(-c2ccco2)n1Cc1ccco1)NCc1cccs1 | -0.36 | -0.22 | -0.076 | 0.22 | 0.19 | 1246 | 0.8 | 1141 | 3.0 | 1.9 | 12 | i | -10 | 11% | 1.9% | 1% | -0.1%
CC(=O)N1N=C(c2cccc(Cl)c2)OC1c1ccc(C(C)C)cc1 (stereo unspecified) | -1.6 | 1.6 | -0.6 | 1.2 | -0.04 | 947 | x | x | 1.8 | 1.2 | 2.5 | i | -5 | -11% | 0.8% | 1% | -0.1%
COc1ccccc1C(O)(C(=O)NNc1ccccc1C)c1ccccc1OC | 0.5 | 0.78 | 0.77 | -0.65 | x | x | -1.4 | 1134 | 1.7 | 1.7 | 6.6 | i | 9 | -3% | -1.1% | 8% | 0.1%
CC(Oc1ccc(Cl)cc1)c1ccnn1S(C)(=O)=O (stereo unspecified) | 0.24 | 0.42 | 0.57 | -0.76 | x | x | -1.1 | 1038 | 1.7 | 1.0 | 4.1 | i | -16 | 0% | -3.0% | -3% | 1.5%
CN(Cc1ccccc1)C(=O)c1ccc(Cl)c([N+](=O)[O-])c1 | -0.75 | -0.098 | -0.72 | 1.1 | -0.14 | 1238 | -0.4 | 568 | 2.2 | 3.0 | 0.6 | i | -13 | 6% | 0.3% | -1% | 1.0%[50 µM]
Cc1c(C(=O)c2ccc([N+](=O)[O-])cc2)c(=O)n(C)c(=O)n1C | 0.64 | -0.21 | 0.32 | -0.42 | 0.23 | 1439 | -0.5 | 1435 | 3.9 | 1.6 | 5.3 | i | -13 | 2% | 1.7% | 3% | 1.4%
COc1ccc(CCN2C(=O)CC(C(N)=O)SC2=Nc2ccccc2)cc1 (stereo unspecified) | 0.076 | -0.2 | -0.15 | -0.28 | x | x | 0.0 | 1060 | x | x | x | x | x | -4% | x | 3% | -0.8%
CCN(CC)CCN(Cc1cc2cc(C)ccc2[nH]c1=O)C(=S)NCc1ccco1 | 1 | -0.24 | 0.6 | -0.22 | x | x | 1.5 | 1059 | 5.5 | 2.1 | 8.0 | i | 1 | 13% | -1.9% | 7% | 2.4%
CC(=O)NNS(=O)(=O)c1ccc(-c2cc(C(F)(F)F)n(C)n2)s1 | -0.01 | -0.15 | -0.11 | 0.34 | 0.13 | 1354 | 0.4 | 1314 | x | x | x | x | x | -4% | x | 4% | 0.7%
CCOc1ccc(-c2nnc(-c3snc(-c4ccc(F)cc4)c3N=CN(C)C)o2)cc1 | -0.36 | -0.13 | 0.073 | -0.15 | x | x | -3.7 | 1017 | 9.3 | 3.9 | 5.6 | i | 14 | 0% | -1.1% | 0% | 1.1%
CCCn1nc(Oc2nc(SC)nc(N(C)C)n2)ccc1=O | -1.1 | -0.36 | -0.25 | 0.24 | 1.2 | 996 | -0.9 | 1137 | 3.4 | 1.8 | 16 | i | 0 | -6% | -3.0% | -6% | 0.1%
SMILES | Dynein cargo inh | Dynein cargo inh cytoplasmic EGFP | Dynein cargo inh nuclear GR-EGFP | Dynein cargo inh cell count | Ins promoter up | Ins promoter up cell count | b-catenin transl | b-catenin transl cell count 5 µM | MT stabilize HCS | MT stabilize HCS Hoechst-high % | MT stabilize HCS cytotoxicity % | Autophagy HCS | Autophagy HCS cell loss 18 h | M17LAP inhibition | ER stress rescue | P. falciparum M1AAP | UTI89 phage lysis
CCCNC(=S)N1CCC(n2cnc3ccccc32)CC1 | -0.97 | -0.15 | -0.4 | 0.66 | -0.36 | 1483 | 0.3 | 1525 | 3.4 | 2.6 | 11 | i | -18 | -8% | 2.4% | 7% | 0.2%
CCc1cccc(CC)c1NC(=O)c1cccc(N)c1 | 0.28 | -0.21 | 0.2 | -0.041 | -0.2 | 885 | -0.7 | 1163 | 1.5 | 1.5 | 6.6 | i | 2 | -10% | 0.1% | 0% | 6.8%
CCOC(=O)c1ccc(NC(=O)c2cc3c(s2)CCC3)cc1 | 0.14 | -0.25 | 0.88 | -0.82 | -0.66 | 1018 | 0.5 | 1377 | x | x | x | x | x | -9% | x | 6% | -0.3%
O=C(NC1CC1)c1ccc(CN(c2ccccc2)S(=O)(=O)c2ccccc2)cc1 | 0.013 | -0.28 | 0.19 | 0.29 | -0.62 | 1699 | -1.7 | 1101 | 1.1 | 1.7 | 12 | i | 7 | -1% | 2.9% | 6% | -0.9%
C/C(Cn1nnc([N+](=O)[O-])n1)=N\NC(=O)c1ccc(Cl)c(Cl)c1 | -0.23 | -0.21 | 0.5 | 0.15 | -0.03 | 1545 | 5.7 | 1463 | 3.4 | 1.3 | 8.5 | i | -20 | -6% | -2.9% | 0% | 0.6%[50 µM]
CC1CCCCC1NC(=O)CSc1nnc(CN2CCOCC2)n1C (stereo unspecified) | 1.8 | -0.28 | 1.2 | 0.68 | 0.01 | 1774 | -1.9 | 1089 | 2.3 | 2.2 | 9.4 | i | 3 | -10% | -3.2% | 1% | -1.5%
